Assay outcomes from PubChem.
mHTT CaM bind: disrupts binding of mutant huntingtin to calmodulin; P42858; AlphaScreen His-mHTT/GST-CaM binding, luminescence; inhibition, % at 15 µM; 190,000 compounds, 3.6% hits; AID 1671202;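 note: 0% = both proteins with DMSO and 100% = one protein alone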
Pf apPOL inh: Pf-apPOL DNA polymerase inhibition; 210,000 compounds, 0.25% hits; Recombinant Pf-apPOL, molecular beacon fluorescence, 1.5 h; inhibition, % at 10 µM
The depositor's hits bear a star; . = not tested or not shown; & = joins results of further samples. Cut-off read from the data, not from the text of the source: active = inhibition above about 50%; inactive = the rest. A portion of the library. The share of hits here may be higher or lower than overall.

canonical_smiles | mHTT CaM bind | Pf apPOL inh
COC(=O)c1ccc(NC(=O)Cn2nnc(C(=O)OC)c2C(=O)OC)cc1 | -12 | -4
CCc1c(C)sc(NC(=O)c2noc3c2CCCCC3)c1C#N | -7 | -4
CCC(=O)NCc1nc2c(n1CC)CN(C(=O)c1ccc(Br)cc1)CC2 | 2 | -5
C=CCNc1nc(Cl)nc(NCCC2=CCCCC2)n1 | 4 | -2
CS(=O)(=O)N(CC(=O)Nc1cccnc1)c1ccc(I)cc1 | 0 | -3
O=C(NCCNc1ccc([N+](=O)[O-])cn1)c1ccco1 | 1 | -12
CC(=O)NCc1csc(C2CCN(S(=O)(=O)c3ccc(C(C)C)cc3)CC2)n1 | -1 | -6
O=C(c1ccccc1CN1C(=O)C2CCCN2C(=O)c2ccccc21)N1CCOCC1 (centres undefined) | -9 | 1
Cc1cccc(-n2nc3c(c2NC(=O)/C=C/c2ccccc2)CSC3)c1C | 94* | 4
Cc1[nH]nc2c1C(c1cc(O)c(Br)c(O)c1)C(C#N)=C(N)O2 (centres undefined) | 3 | -1
O=C(CN1C(=O)/C(=C/c2ccccc2F)Sc2ccccc21)NCc1ccccn1 | 40 | 2
CC(C[N+](C)(C)C)OC(N)=O (centres undefined) | . | 10

(next part)
canonical_smiles | mHTT CaM bind | Pf apPOL inh
Cc1ccccc1/C=C1\N=C(c2cccc(Cl)c2)OC1=O | 15 | 19
CC(C)(C)NC(=O)Nc1nncs1 | -2 | .
COc1nc(C)nc(NC=C(C#N)C(=O)C2CC2)n1 | . | -10
CC1(C)CC(=O)c2c(-c3cccc([N+](=O)[O-])c3)coc2C1 | 5 | 0
N#CCOc1ccc(C2Nc3ccccc3S(=O)(=O)N2Cc2ccccc2)cc1 (centres undefined) | -5 | 1
Cc1ccc(NS(=O)(=O)Cc2ccccc2)c(C)c1 | -12 | 0
Cc1csc(NC(=O)CSc2nnc(NC(=O)Nc3ccc(Cl)cc3)s2)n1 | -4 | 2
Cc1nc2ccccc2c2c1C(=O)N(c1ccccc1F)C2=O | -3 | -2
CC(=O)Oc1c(C)cccc1C(=O)O | . | 0
CN(Cc1cccs1)C(=O)NC(C)(C)C | 0 | 4
CCc1ccccc1NC(=O)c1csc(-c2ccc(C)n2C)n1 | 35 | -3
COC(=O)c1ccc(NC(=O)CSc2cc(N3CCCC3)ncn2)cc1 | -14 | -11

The results go on.
canonical_smiles | mHTT CaM bind | Pf apPOL inh
Cc1cc(C)c(S(=O)(=O)Nc2cnc3ccccc3c2)c(C)c1 | 9 | 0
Clc1cc2nc3[nH]c4ccccc4c3nc2cc1Cl | -5 | -4
CC(C)(C)C(=O)Nc1cnc(N2CCCCCC2)nc1 | 0 | 2
N=c1ncn(Cc2ccccc2)c2nc(SCc3ccccc3)[nH]c12 | 7 | 5
CN(c1ccc(Cl)cc1)c1cc2c(c3c1ccn3C)C1CCC2O1 (centres undefined) | 100* | 1
CC(NC(=O)Cc1cn(C)c2ncccc12)c1ccccn1 (centres undefined) | -1 | -2
O=C(c1cccc(F)c1)N1CCN(c2cc(N3CCCC3)c(F)cc2[N+](=O)[O-])CC1 | 4&2 | -5&-3
O=C1c2ccncc2C(=O)N1CO | . | -3
O=C(c1nc2ncccn2n1)N1CCCn2cc(-c3ccccc3)nc21 | 4 | -6
Cc1noc(C)c1S(=O)(=O)NCC12CCCC1N(C)C(=O)CC2 (centres undefined) | -9 | 2
COc1ccc(C(C)(C)C)cc1S(=O)(=O)NC1CCCC1 | -14 | -5
CN(C)c1ccc(C(=O)N2CCC(CCOc3cccc(F)c3)CC2)cc1 | 15 | -4

Other records follow:
canonical_smiles | mHTT CaM bind | Pf apPOL inh
CCNC(=O)N1CC=C(C(=O)Nc2ccccc2C)CC1 | 3 | -4
O=C(NCCC1=CCCCC1)C(=O)NCC1COC2(CCCC2)O1 (centres undefined) | -4 | -11
CN1CCN(C(=O)c2ccc(N3CCNC(c4ccccc4)C3)nc2)CC1 (centres undefined) | -4 | -3
CC(C)c1cc(C2CCCN2C(=O)c2ccccc2)no1 (centres undefined) | 3 | -4
O=C(Nc1ccc([N+](=O)[O-])cc1)c1ncn[nH]1 | 88* | -3
Nc1nc(COc2ccccc2Cl)nc(N2CCCCC2)n1 | 2 | 2
CN(C)CCN(C)C1CN(Cc2ccc(F)cc2)S(=O)(=O)C1 (centres undefined) | -1 | -5
Cn1c2ccc(Br)cc2c2nnc(SCN3C(=O)c4ccccc4C3=O)nc21 | -2 | -3
Cc1ccccc1C1CCCN1C(=O)C(C)(C)C (centres undefined) | -2 | 0
Clc1ccc(C2C=C(c3cccc(Br)c3)Nc3ncnn32)cc1 (centres undefined) | 1 | -2
Cc1ccc(-n2cnc3cc(C(=O)NCC4CCCO4)ccc32)c(C)c1 (centres undefined) | 0 | 27
CCC(=O)N1CCN(c2nc3c(s2)CC(C(=O)Nc2ccc(F)cc2F)CC3)CC1 (centres undefined) | 3 | -2

Following part.
canonical_smiles | mHTT CaM bind | Pf apPOL inh
Cc1ccccc1/C=C1\CCC(C2CCCC2)C1=O (centres undefined) | 22 | 5
CCOC(=O)C1CCN(C(=O)c2cncc(-c3cc(C)cc(C)c3)c2)CC1 | 21 | -7
Cc1cc2c(=O)n(CC(=O)NCc3ccc(F)cc3)ccc2s1 | -6 | 0
CC1=NOC(=O)/C1=C\c1cc(Br)c(O)c(Br)c1 | 14 | 2
CCSC1=NSC2=NC(=O)/C(=C\c3ccccc3)C(=N)N12 | 2 | 4
O=S(=O)(Oc1ccccc1N1CCOCC1)c1cccc(Cl)c1 | . | -4&2
CC1(C)CC(NCCC#N)CC(C)(C)N1 | -7 | -6
CCc1cccc(NC(=O)CCC(=O)O)c1 | -1 | -2
Cc1ccc(NC(=O)c2nc(C)oc2C)c(C)c1 | -12 | 1
CC(C)CCNC(=O)NCCC1CCN(S(=O)(=O)c2ccc(F)cc2)CC1 | 28 | -3
Cc1ccc2c(c1)C(C)(c1ccccc1)CC(C)(C)N2C(=O)CSc1ncn[nH]1 (centres undefined) | 30 | -4
COC(=O)c1cccc(C(=O)Nc2ccc(F)cc2Cl)n1 | -17 | 0

Following part.
canonical_smiles | mHTT CaM bind | Pf apPOL inh
COc1cc(-c2nc(N3CCCC(C)C3)c3ccccc3n2)cc(OC)c1OC (centres undefined) | -5 | -2
CCCNc1cc(N2CCCC(CCC(=O)NCCOC)C2)ncn1 (centres undefined) | -7 | -2
CN1CCN(C(=O)C2CCCN(c3nnc4ccc(C(F)(F)F)cn34)C2)CC1 (centres undefined) | -4 | -6
Cc1ccc2nc(SCc3cn4cccnc4n3)[nH]c2c1 | -3 | 0
Cc1noc(C)c1Sc1ccccc1[N+](=O)[O-] | -1 | 0
CC(=O)Nc1ccc(C2(C(=O)N3CCCC(C)C3)CCCCC2)cc1 (centres undefined) | 23 | 4
NC(=O)CSc1oc(-c2ccccc2)nc1S(=O)(=O)c1ccc(Cl)cc1 | 10 | -5
O=C1C(=Nc2ccc(F)c(Cl)c2)c2ccccc2N1CN1CCCCC1 | 20 | -6
CCC1CCCCN1CCCNC(=O)C1CCN(c2nc3cccnc3s2)CC1 (centres undefined) | 13 | -4
COc1ccccc1OCc1nc2ccccc2[nH]1 | 2 | 0
O=C(Cc1ccsc1)N1CCCn2cc(-c3ccccc3)nc21 | 24 | 0
Cc1ccccc1C(=O)N1CCc2ccc(CNS(C)(=O)=O)cc21 | -10 | -2

(listing goes on)
canonical_smiles | mHTT CaM bind | Pf apPOL inh
CCCCN1C(=O)C(C)(C(=O)NCc2cc(F)cc(F)c2)Oc2cccnc21 (centres undefined) | 0 | -1
N#Cc1ccccc1N=C1N=C(N)c2ccccc21 | -2 | 31
CN1C(=O)C(C)(C(=O)Nc2ccccc2F)Oc2cccnc21 (centres undefined) | -5 | 2
COc1ccc(NC(C)=O)cc1NC(=O)CN1CCN(C2c3ccccc3-c3ccccc32)CC1 | 15 | 0
Cc1cc(N2CC(C)OC(C)C2)n2c(nc3ccccc32)c1C#N (centres undefined) | -8 | 9
Cc1ccc(NC(=O)c2c(-c3ccccc3Cl)noc2C)c([N+](=O)[O-])c1 | 47 | 1
CCOC(=O)c1cc([N+](=O)[O-])sc1N | 7 | -13
CCOc1ccc(-n2ccn3cc(-c4ccc(OC)cc4)nc3c2=O)cc1 | -5 | -2
O=S(=O)(NCc1ccccn1)c1cc(Br)c(Br)s1 | -6 | -4
Cc1nc(Nc2ccc(F)cc2Cl)c2cc(C)sc2n1 | 14 | -4
CCCSc1oc(-c2ccco2)nc1S(=O)(=O)c1ccccc1 | -8 | 6
C=CCN1CCCCC1c1nc(C(C)C)no1 (centres undefined) | -8 | 1

Other records:
canonical_smiles | mHTT CaM bind | Pf apPOL inh
COc1ccc2oc(=N)c(C(=O)Nc3ccc(F)cc3)cc2c1 | 3 | 0
Cc1nc(-c2nnn(Cc3ccccc3)c2C)no1 | -9 | 0
Cc1c(-c2ccccc2)c(=O)oc2cc(OC(=O)C(C)C)ccc12 | 4 | -12
CCN(c1ccccc1)S(=O)(=O)c1ccc2[nH]cc(C(=O)NCc3ccc(F)cc3)c(=O)c2c1 | 6 | -13
CCOC(=O)c1c(SCc2ccccn2)nc(=O)[nH]c1C | -13 | -7
O=C(CCCc1ccccc1)Nc1ccccc1F | -16 | 2
CCc1ccccc1NC(=O)N1CC=C(c2cn(C(C)C)c3ncccc23)CC1 | 11 | -4
Cc1ccc(C)c(NC(=O)CN2CCC(c3nc(-c4ccccc4)no3)CC2)c1 | -6 | -3
Brc1ccc(-c2nc(-c3ccn4cnnc4c3)no2)cc1 | 29 | -1
CC1CCN(CCNS(=O)(=O)c2cc(Br)cc3c2N(C(=O)C2CC2)CC3)CC1 | 0 | -4
Cn1nc(COCc2ccc(F)cc2Cl)c2c1CCN(C(=O)NC(C)(C)C)C2 | 24 | -3
CC(Oc1ccc(Cl)cc1Cl)C(=O)Nc1cccc2cccnc12 (centres undefined) | -49 | -7

(more compounds)
canonical_smiles | mHTT CaM bind | Pf apPOL inh
Cc1ccccc1-n1cnc(C(=O)NCc2ccncc2)n1 | 0 | 2
Cc1cc(C(N)=NO)cc(C)c1O | 1 | -6
C=CCn1cnc2c1c(=O)n(CC1CC1)c(=O)n2-c1cccc(F)c1 | 6 | -1
CCOC(=O)c1ccc(N=Cc2cc(I)cc(I)c2O)cc1 | . | -26
COc1ccc(C(=O)C=Cc2ccc(OC)c(OC)c2)c(OC)c1 | 13 | -16
O=C(CSc1nc2cc(Cl)ccc2o1)c1cc2ccccc2o1 | . | -13
COc1ccc(CN2CCCN(C)CC2)cc1Br | -6 | -6
O=C(Nc1ccc(I)cc1)c1cc2ccccc2oc1=O | 21 | -4
CCCC1c2cccn2CCN1C(=O)NCc1ccc(F)cc1 (centres undefined) | 11 | -6
COc1cc(NC(=O)c2ccc(F)cc2)cc(OC)c1 | -4 | 2
O=c1sc2c(n1-c1ccccc1)SCC1COc3ccccc3C21 (centres undefined) | 66* | -14
Cc1sc2ncn(-n3cccc3)c(=O)c2c1C | 6 | -1

Continuation.
canonical_smiles | mHTT CaM bind | Pf apPOL inh
Oc1ccccc1CN1CCN(Cc2ccccc2O)C1c1ccco1 | 10 | -6
Cc1c(N=C(N)N=C(N)Nc2ccc([N+](=O)[O-])cc2)c(=O)n(-c2ccccc2)n1C | 1 | 0
COc1ccc(-c2cc3ccc(OCC(C)=O)cc3oc2=O)cc1OC | -3 | -4
CCc1ccccc1NC(=O)Cn1cnc([N+](=O)[O-])n1 | -4 | -5
CC(=O)c1ccc2[nH]c3ccccc3c2c1 | -4 | 3
O=C1NC(=O)/C(=C/c2ccc(-c3ccc(Cl)cc3)o2)N1 | -5 | 0
CN(Cc1ccco1)S(=O)(=O)c1ccc(C(=O)Nc2cccc(Cl)c2Cl)cc1 | -4 | 1
COc1ccccc1/C=C(\C#N)c1nc2ccccc2n1C | 4 | 1
O=C(NCc1ccco1)c1cnn2c1NC(c1ccc(Br)cc1)CC2C(F)(F)F (centres undefined) | 27 | -2
CCN1CCN(C(=O)C2CC(c3ccc(F)cc3)=NO2)CC1 (centres undefined) | -10 | -4
CC1CCN(c2nc3c(c(=O)n(C)c(=O)n3C)n2Cc2ccccc2Cl)CC1 | -6 | -8
O=C(Nc1ccc(Cl)cc1)c1cc(Br)ccc1OCC(=O)N1CCOCC1 | -7 | 6

The list goes on:
canonical_smiles | mHTT CaM bind | Pf apPOL inh
Cc1ccc(NC(=O)NCCC2CCN(S(=O)(=O)c3ccccc3)CC2)cc1F | 33 | 0
CC1(C(=O)NCc2ccccc2)Cc2ccccc2C(=O)N1C1CC1 (centres undefined) | -7 | -3
CCCCCCNC(=O)c1c[nH]c2ccc(S(=O)(=O)N3CC(C)CC(C)C3)cc2c1=O (centres undefined) | -8 | -11
Cc1cccc(CS(=O)(=O)Cc2ccc(C(=O)NCCCOC(C)C)o2)c1 | -2 | -12
CSc1ccc(NC(=O)N2CCC(c3nc4cccnc4n3C)C2)cc1 (centres undefined) | 8 | -4
Cc1cc(C)c(C)c(OCC(=O)NCc2ccccn2)c1 | 20 | -1
Cc1cccc(CNC(=O)c2cncc(-c3ccc(F)cc3)c2)c1 | -8 | -2
O=C(COc1ccccc1Cl)Nc1ccc2oc(-c3ccncc3)nc2c1 | 2 | -1
CCOC(=O)C(NC(=O)c1ccccc1Cl)(Nc1ccccn1)C(F)(F)F (centres undefined) | . | 4
